Assay outcomes from PubChem BioAssay.
KOR beta-arrestin-1 = kappa opioid receptor activators – cell-based, luminescence, uHTS, primary screen (AID 1777). KOR beta-arrestin recruitment, luminescence; higher % means a stronger effect. one-dose activation, % at 10 µM; EC50 in µM for titrated hits. 280,000 tested, 0.02% active; in the data active means activation above about 50%, passing the limit was not always enough; further: a part of the inactive calls stands beside numbers as strong as those of hits
Dynein transport = dynein cargo transport inhibition | 3617.4 mouse cells, GR-EGFP nuclear translocation imaging; test concentration mostly 20 µM; stimulated with dexamethasone, 1 µM; stronger effect = lower value | z-score, hits read low | 220,000 tested, 0.47% active | AID 1381;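 active means plate z-score of nuclear minus cytoplasmic receptor signal below a set negative limit, without overly bright fluorescence or cell loss, cut at about -3.5 in these data, passing the limit was not always enough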;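 further: z-score of nuclear minus cytoplasmic ring GR-EGFP intensity difference per well; some compounds called inactive have numbers as strong as hits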
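Medium: Induction medium lacking tetracycline, stripped serum | Probe or stimulus: 1.0 µM final dexamethasone stimulus | Schedule: 48 h induction, then 1 h compound, then 30 min agonist, 37 °C | Signal: Automated 10x imaging of fixed Hoechst-stained cells | Evaluation: Per-cell GR-EGFP intensity, nucleus versus surrounding cytoplasmic ring, well-averaged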
M17LAP inhibition = P. falciparum M17LAP inhibitors, primary screen, biochemical, fluorogenic H-Leu-NHMec substrate, 1536-well (AID 1619); recombinant M17LAP, H-Leu-NHMec fluorogenic kinetic assay; higher % means a stronger effect; one-dose inhibition, % at 30 µM; IC50 in µM for titrated hits; 220,000 tested, 0.38% active;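 active means compound inhibiting the enzyme by more than half at any dose during confirmatory dose-response retesting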;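 further: plate controls were full reaction with DMSO carrier for no effect and no enzyme background for full effect; strong numbers were not always called active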
GPR55 activation = selective activators of receptor GPR55 – imaging, U2OS cells, beta-arrestin-GFP redistribution, primary screen (AID 1961). 290,000 tested, 0.048% active. one-dose activation, % at 10 µM; EC50 in µM for titrated hits. U2OS GPR55 beta-arrestin-GFP redistribution imaging; higher % means a stronger effect;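 active means activation above 40% with more than 50 cells counted in the well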;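 further: U2OS osteosarcoma cells stably expressing GPR55 and beta-arrestin-GFP; plate controls were DMSO negative control for no effect and LPI positive control for full effect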
KOR beta-arrestin-2 = kappa opioid receptor blockers – cell-based, luminescence, uHTS (AID 1778); KOR beta-arrestin recruitment, luminescence, antagonist mode; higher % means a stronger effect; inhibition, % at 10 µM, or IC50 in µM where a hit was titrated; 290,000 tested, 0.091% active; further: strong numbers were not always called active
NOD1 inhibition = inhibition of NOD1-driven NF-kB reporter – cell-based, luminescence, uHTS, primary screen (AID 1578); NOD1-driven NF-kB luciferase reporter cells, luminescence; higher % means a stronger effect; one-dose inhibition, % at 4 µM; EC50 in µM for titrated hits; 290,000 tested, 1% active; in the data active means inhibition mostly above about 36%, no sharp cut-off; inactive means mostly below about 34%;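 further: HEK-293T reporter cells stimulated with the NOD1 agonist gamma-tri-DAP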
NOD2 inhibition = inhibition of NOD2-driven NF-kB reporter – cell-based, luminescence, uHTS, HEK293 (AID 1566) | HEK293 NOD2/NF-kB luciferase reporter, luminescence; higher % means a stronger effect | inhibition, % at 4 µM; hits with a dose series show EC50 in µM | 290,000 tested, 0.63% active; further: many of its hits are not listed in these tables
M1AAP inhibition = P. falciparum M1AAP inhibitors, biochemical, fluorogenic H-Leu-NHMec substrate, 1536-well (AID 1445); recombinant M1AAP, H-Leu-NHMec fluorogenic kinetic assay; higher % means a stronger effect; inhibition, % at 30 µM, or IC50 in µM where a hit was titrated; 220,000 tested, 0.42% active;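 active means primary inhibition above the hit cutoff, then over 50% inhibition at one or more dose response concentrations, cut at about 23% in these data, passing the limit was not always enough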;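 further: plate controls were DMSO full reaction for no effect and no enzyme background for full effect; strong numbers were not always called active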
AID2073 = inhibitors of Mint1-CaV2.2 protein interaction, biochemical, HTRF (AID 2073); HTRF protein-protein interaction, Mint1-CaV2.2; higher % means a stronger effect; inhibition, % at 20 µM, or IC50 in µM where a hit was titrated; 290,000 tested, 0.19% active; in the data active means inhibition mostly above about 51%, no sharp cut-off; further: some results filed as inactive read as strong as hits
Dynein transport cytoplasmic EGFP = second read-out of Dynein transport, no call of its own (marks repeat the call); z-score; measured here: cytoplasmic GR-EGFP intensity; stronger effect = higher value
Dynein transport nuclear GR-EGFP = further read-out of Dynein transport, marked with its call; z-score; measured here: nuclear GR-EGFP intensity;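 lower value marks the stronger effect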
Dynein transport cell count = also measured in Dynein transport; calls as there; z-score; measured here: cell count per field
Numbers without * were called inactive; [ ] = another dose, or the depositor's remark. Unless noted, no stated cut-off is given here; in the data, active means inhibition above about 50%; inactive means the rest.

Results for CN(C)S(=O)(=O)c1cccc(C(=O)NCC2CCCCC2)c1 ?
KOR beta-arrestin-1: -2.3%; GPR55 activation: 0.2%; KOR beta-arrestin-2: -11.2%; NOD1 inhibition: -18.3%; NOD2 inhibition: 8.1%; AID2073: 11.2%

How did COc1ccc(C(CNC(=O)c2cccc(NS(=O)(=O)c3ccccc3)c2)N(C)C)cc1 (stereo not drawn) do in these assays?
KOR beta-arrestin-1: -0.3%; GPR55 activation: -0.1%; KOR beta-arrestin-2: 16.1%; NOD1 inhibition: -33.8%; NOD2 inhibition: -17.7%; AID2073: 8.3%

What do the screens show for `O=C(Nc1ccccc1Cl)C1CCCN(c2ncnc3c2nc2n3CCCCC2)C1` (stereo not drawn)?
KOR beta-arrestin-1: -3.8%; GPR55 activation: 0.3%; KOR beta-arrestin-2: 7.2%; NOD1 inhibition: -19.2%; NOD2 inhibition: 28.0%; AID2073: 10.2%

Results for COc1ccc(C2CC(O)(c3ccccc3)Oc3cc(OC)cc(OC)c32)cc1 (stereo not drawn) ?
KOR beta-arrestin-1: 1.8%; Dynein transport: 2.11; M17LAP inhibition: -0.4%; GPR55 activation: -0.1%; NOD1 inhibition: 2.3%; NOD2 inhibition: -47.4%; M1AAP inhibition: -1.6%; AID2073: 4.0%; Dynein transport cytoplasmic EGFP: -0.224; Dynein transport nuclear GR-EGFP: 1.78; Dynein transport cell count: -2.15

How did O=C(NCCCN1CCOCC1)c1ccc2c(c1)N(Cc1cccc(Cl)c1)C(=O)CS2 do in these assays?
KOR beta-arrestin-1: -3.7%; GPR55 activation: -0.2%; KOR beta-arrestin-2: -15.9%; NOD1 inhibition: -16.6%; NOD2 inhibition: 21.8%; AID2073: -5.0%

How did CCCC(=O)NC(c1ccc(Cl)cc1Cl)c1ccc2cccnc2c1O (stereo not drawn) do in these assays?
KOR beta-arrestin-1: -5.3%; GPR55 activation: -0.1%; KOR beta-arrestin-2: 24.0%[20 µM]; NOD1 inhibition: 24.2%; NOD2 inhibition: 26.8%; AID2073: 1.4%

What do the screens show for `CCOC(=O)C1(CC)NC(c2ccco2)C2C(=O)N(c3ccc(C)cc3)C(=O)C21` (stereo not drawn)?
KOR beta-arrestin-1: -8.1%; Dynein transport: 0.49; M17LAP inhibition: -1.7%; GPR55 activation: -0.2%; KOR beta-arrestin-2: -28.2%; NOD1 inhibition: -2.1%; NOD2 inhibition: 12.1%; M1AAP inhibition: 0.0%; AID2073: 3.1%; Dynein transport cytoplasmic EGFP: -0.19; Dynein transport nuclear GR-EGFP: 0.0108; Dynein transport cell count: -0.0579

What do the screens show for `C=CCOn1c(C)c(C(C)=O)c2c3nonc3ccc21`?
KOR beta-arrestin-1: 4.4%; Dynein transport: -0.335; M17LAP inhibition: -1.4%; GPR55 activation: 0.2%; KOR beta-arrestin-2: -32.1%; NOD1 inhibition: -26.2%; NOD2 inhibition: 12.2%; M1AAP inhibition: 2.8%; AID2073: -1.0%; Dynein transport cytoplasmic EGFP: -0.074; Dynein transport nuclear GR-EGFP: -0.162; Dynein transport cell count: 0.9

What do the screens show for `O=C(CN1CCN(Cc2cccc(F)c2)CC1)NCc1ccccc1`?
KOR beta-arrestin-1: -7.3%; GPR55 activation: 0.5%; KOR beta-arrestin-2: 0.7%; NOD1 inhibition: -15.7%; NOD2 inhibition: 3.1%; AID2073: -0.9%

Results for COc1ccc(C2=NN(c3nc(C)cc(C)n3)C(=O)C2)cc1 ?
KOR beta-arrestin-1: 2.8%; Dynein transport: -0.0728; M17LAP inhibition: 9.6%; GPR55 activation: 1.5%; KOR beta-arrestin-2: -24.2%; NOD1 inhibition: -37.4%; NOD2 inhibition: 7.5%; M1AAP inhibition: 9.6%; AID2073: -2.5%; Dynein transport cytoplasmic EGFP: -0.33; Dynein transport nuclear GR-EGFP: -0.588; Dynein transport cell count: -1.18

How did Cc1ccc(Cn2c(O)c(N=NC(=S)Nc3ccccc3F)c3cc(S(=O)(=O)N4CCOCC4)ccc32)cc1 do in these assays?
KOR beta-arrestin-1: -1.1%; Dynein transport: 0.108; M17LAP inhibition: 8.2%; GPR55 activation: 0.1%; KOR beta-arrestin-2: 14.6%; NOD1 inhibition: -24.9%; NOD2 inhibition: 25.1%; M1AAP inhibition: -1.1%; AID2073: 63.5%; Dynein transport cytoplasmic EGFP: -0.247; Dynein transport nuclear GR-EGFP: 0.425; Dynein transport cell count: -0.512

What do the screens show for `Oc1ccccc1C1=NN(c2ccccc2)C(c2ccc(F)cc2)C1` (stereo not drawn)?
KOR beta-arrestin-1: -2.3%; GPR55 activation: 0.4%; KOR beta-arrestin-2: -1.5%; NOD1 inhibition: -4.0%; NOD2 inhibition: 13.3%; AID2073: 23.6%

Results for Cc1cccc(NC(=O)CCc2c(C)nc3ncnn3c2C)n1 ?
KOR beta-arrestin-1: 0.1%; Dynein transport: -1.32; M17LAP inhibition: 9.5%; GPR55 activation: -0.1%; KOR beta-arrestin-2: 22.0%; NOD1 inhibition: -20.1%; NOD2 inhibition: -9.2%; M1AAP inhibition: 2.0%; AID2073: -2.4%; Dynein transport cytoplasmic EGFP: -0.091; Dynein transport nuclear GR-EGFP: -0.352; Dynein transport cell count: 0.358

What do the screens show for `O=C(c1nc2ccc(Cl)cn2c1CN1CCC(O)CC1)N1CCc2ccccc2C1`?
KOR beta-arrestin-1: 1.5%; GPR55 activation: 0.2%; KOR beta-arrestin-2: 34.0%; NOD1 inhibition: -24.0%; NOD2 inhibition: 13.9%; AID2073: 8.1%

How did CCN1CCN(CCC2Oc3cc([N+](=O)[O-])ccc3NC2=O)CC1 (stereo not drawn) do in these assays?
KOR beta-arrestin-1: -4.1%; Dynein transport: 0.697; M17LAP inhibition: 8.9%; GPR55 activation: -0.2%; KOR beta-arrestin-2: -30.2%; NOD1 inhibition: -17.6%; NOD2 inhibition: 6.2%; M1AAP inhibition: 5.8%; AID2073: 11.8%; Dynein transport cytoplasmic EGFP: -0.241; Dynein transport nuclear GR-EGFP: 0.707; Dynein transport cell count: -1.08

Results for COC(=O)c1sc(N)c(C(=O)OC)c1COC(=O)CNS(=O)(=O)c1cccc(C#N)c1 ?
KOR beta-arrestin-1: 15.3%; Dynein transport: 1.61; M17LAP inhibition: 7.6%; GPR55 activation: -0.3%; KOR beta-arrestin-2: -23.4%; NOD1 inhibition: -17.7%; NOD2 inhibition: -1.2%; M1AAP inhibition: -1.8%; AID2073: 10.2%; Dynein transport cytoplasmic EGFP: -0.107; Dynein transport nuclear GR-EGFP: 0.471; Dynein transport cell count: -1.51

What do the screens show for `Cn1c(SCC(=O)N2c3ccccc3Sc3ccccc32)nc2ccccc21`?
KOR beta-arrestin-1: 4.4%; Dynein transport: 1.51; M17LAP inhibition: 7.7%; GPR55 activation: 1.29µM*; KOR beta-arrestin-2: 11.9%; NOD1 inhibition: -15.1%; NOD2 inhibition: 15.2%; M1AAP inhibition: 1.2%; AID2073: 5.0%; Dynein transport cytoplasmic EGFP: -0.177; Dynein transport nuclear GR-EGFP: 1.1; Dynein transport cell count: -2.19

How did N#Cc1c(-c2ccccc2F)cc(-c2cccnc2)nc1N do in these assays?
KOR beta-arrestin-1: 10.4%; Dynein transport: -0.997; M17LAP inhibition: -227.7%; GPR55 activation: 0.6%; KOR beta-arrestin-2: 7.4%; NOD1 inhibition: 13.1%; NOD2 inhibition: -32.8%; M1AAP inhibition: 3.4%; AID2073: 10.5%; Dynein transport cytoplasmic EGFP: -0.321; Dynein transport nuclear GR-EGFP: -0.728; Dynein transport cell count: 0.77

How did CC(=O)OCC(=O)[C@@]1(O)CC[C@H]2[C@@H]3CCC4=CC(=O)CC[C@]4(C)[C@H]3C(=O)C[C@@]21C do in these assays?
KOR beta-arrestin-1: -1.5%; Dynein transport: -0.396; M17LAP inhibition: -7.2%; GPR55 activation: -0.1%; KOR beta-arrestin-2: 12.7%; NOD1 inhibition: -11.0%; NOD2 inhibition: 3.2%; M1AAP inhibition: 1.8%; AID2073: 7.5%; Dynein transport cytoplasmic EGFP: -0.714; Dynein transport nuclear GR-EGFP: 0.139; Dynein transport cell count: -0.332

What do the screens show for `COCCNC(=O)c1cc(-c2ccncc2)nc2ccc(S(=O)(=O)N3CCOCC3)cc12`?
KOR beta-arrestin-1: -0.3%; Dynein transport: -1.45; M17LAP inhibition: -19.3%; GPR55 activation: -0.3%; KOR beta-arrestin-2: -16.0%; NOD1 inhibition: -17.5%; NOD2 inhibition: 15.8%; M1AAP inhibition: 6.2%; AID2073: -5.8%; Dynein transport cytoplasmic EGFP: 0.961; Dynein transport nuclear GR-EGFP: -0.589; Dynein transport cell count: 1.32

Results for O=C(Cc1cccs1)Nc1nnc(SCc2ccc(C(F)(F)F)cc2)s1 ?
KOR beta-arrestin-1: -5.0%; Dynein transport: 0.345; M17LAP inhibition: -11.9%; GPR55 activation: 0.6%; KOR beta-arrestin-2: 11.9%; NOD1 inhibition: -5.7%; NOD2 inhibition: 6.9%; M1AAP inhibition: -1.9%; AID2073: 7.4%; Dynein transport cytoplasmic EGFP: -0.0786; Dynein transport nuclear GR-EGFP: -0.00415; Dynein transport cell count: -0.0312

Filtered by structure, those above with an aryl thioether with sulfur outside any ring (2)
What do the screens show for `Cn1c(SCC(=O)N2c3ccccc3Sc3ccccc32)nc2ccccc21`?
KOR beta-arrestin-1: 4.4%; Dynein transport: 1.51; M17LAP inhibition: 7.7%; GPR55 activation: 1.29µM*; KOR beta-arrestin-2: 11.9%; NOD1 inhibition: -15.1%; NOD2 inhibition: 15.2%; M1AAP inhibition: 1.2%; AID2073: 5.0%; Dynein transport cytoplasmic EGFP: -0.177; Dynein transport nuclear GR-EGFP: 1.1; Dynein transport cell count: -2.19

Results for O=C(Cc1cccs1)Nc1nnc(SCc2ccc(C(F)(F)F)cc2)s1 ?
KOR beta-arrestin-1: -5.0%; Dynein transport: 0.345; M17LAP inhibition: -11.9%; GPR55 activation: 0.6%; KOR beta-arrestin-2: 11.9%; NOD1 inhibition: -5.7%; NOD2 inhibition: 6.9%; M1AAP inhibition: -1.9%; AID2073: 7.4%; Dynein transport cytoplasmic EGFP: -0.0786; Dynein transport nuclear GR-EGFP: -0.00415; Dynein transport cell count: -0.0312

Only part of the results is shown; count on the stated rates, not on these rows.
